Screens: PubChem BioAssay, Broad Institute
E-sel inducer: E-selectin induction on HUVECs | P16581 | HUVEC E-selectin immunofluorescence imaging; normalized: neutral wells 0, TNF-alpha wells 100 | activation, % at 7.58 µM | 0.37% of 260,000 active | AID 686992;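 active = mean E-selectin-positive cell signal at least 10% of the positive control, reached in at least 60% of replicates, without over 20% cell loss; inconclusive = no rule given, readout overlaps actives, possibly toxicity-flagged; inactive = the rest, including those meeting only one limit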;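 note: in these data hits start at about 27%; measured in HUVEC primary endothelial cells; signal is the percent of cells scored E-selectin positive by PE staining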
Target sequence (P16581 whole entry, looked up): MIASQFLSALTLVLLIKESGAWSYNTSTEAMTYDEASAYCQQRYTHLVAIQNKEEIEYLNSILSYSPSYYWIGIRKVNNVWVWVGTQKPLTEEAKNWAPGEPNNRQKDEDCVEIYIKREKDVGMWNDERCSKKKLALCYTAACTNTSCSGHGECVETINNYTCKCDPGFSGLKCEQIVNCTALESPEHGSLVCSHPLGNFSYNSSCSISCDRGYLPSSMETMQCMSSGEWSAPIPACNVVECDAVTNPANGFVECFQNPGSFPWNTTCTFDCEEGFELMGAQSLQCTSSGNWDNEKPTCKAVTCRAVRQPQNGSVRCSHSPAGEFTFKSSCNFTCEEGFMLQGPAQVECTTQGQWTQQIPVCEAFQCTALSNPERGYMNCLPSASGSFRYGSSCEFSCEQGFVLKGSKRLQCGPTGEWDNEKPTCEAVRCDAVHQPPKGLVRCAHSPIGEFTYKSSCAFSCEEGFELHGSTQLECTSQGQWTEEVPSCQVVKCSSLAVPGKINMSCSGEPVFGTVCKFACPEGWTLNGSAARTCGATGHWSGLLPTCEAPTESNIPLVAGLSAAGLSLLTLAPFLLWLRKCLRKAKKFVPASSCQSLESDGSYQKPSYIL
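Assay system: HUVEC, human umbilical vein endothelial cells / Amount: 3,000 HUVEC/well / Controls: TNF-alpha positive control, DMSO neutral control / Compound dosing: single concentration / Medium: EGM-2 over gelatin coat / Evaluation: percent E-selectin-positive cells / Signal: immunofluorescence imaging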
PGC1a acetyl inh: lowers PGC1a acetylation signal in U2OS cells; 0.17% of 350,000 active; inhibition, % at 15.6 µM; AlphaScreen anti-acetyl-lysine; with virally co-expressed GCN5 acetyltransferase;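 active = every replicate shows inhibition of at least 40%; inconclusive = mean inhibition at least 40% but some replicate below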;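 note: 0% = neutral control wells and 100% = positive control wells; some results beyond the cut were filed as inactive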
miR-122 sensor: miR-122 inhibition in Huh7 cells. Huh7 miR-122 Renilla luciferase sensor, 48 h; neutral wells = 0, positive control = 100. activation (reporter increase), % at 12.5 µM. 0.3% of 340,000 active;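 active = mean replicate activation score at least 90 and every replicate individually at or above 90; inconclusive = only one of the two criteria met; inactive = neither criterion met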;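 note: higher luciferase means less miR-122 activity so hits act as miR-122 inhibitors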
Cneo AK release: Cryptococcus neoformans lysis via adenylate kinase release; C. neoformans lysis, adenylate kinase release luminescence, 4 h; normalised: neutral wells 0, clomiphene wells 100; lysis activity, % at 15 µM; 0.2% of 360,000 active;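 active = mean lysis activity across replicates of at least 80%, whatever share of replicates individually reach that level; inactive = mean lysis activity below 80%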
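Schedule: static 4 h at 37 °C with compound, 1 h detection; system: C. neoformans cells; benchmarks: Clomiphene as positive control; buffer or medium: fresh YPD medium; measure: luminescence rise reflecting yeast cell lysis; measured by: luminescent adenylate kinase detection reagent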
RAD52 inh: inhibitors of human RAD52 DNA annealing. AID 651710. recombinant RAD52 DNA annealing, FRET fluorescence. P43351. inhibition, % at 18.7 µM. 0.46% of 360,000 active;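 active = every replicate showing at least 50% inhibition; inconclusive = mean inhibition at least 50% but not in every replicate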
Target sequence (P43351 whole entry, looked up): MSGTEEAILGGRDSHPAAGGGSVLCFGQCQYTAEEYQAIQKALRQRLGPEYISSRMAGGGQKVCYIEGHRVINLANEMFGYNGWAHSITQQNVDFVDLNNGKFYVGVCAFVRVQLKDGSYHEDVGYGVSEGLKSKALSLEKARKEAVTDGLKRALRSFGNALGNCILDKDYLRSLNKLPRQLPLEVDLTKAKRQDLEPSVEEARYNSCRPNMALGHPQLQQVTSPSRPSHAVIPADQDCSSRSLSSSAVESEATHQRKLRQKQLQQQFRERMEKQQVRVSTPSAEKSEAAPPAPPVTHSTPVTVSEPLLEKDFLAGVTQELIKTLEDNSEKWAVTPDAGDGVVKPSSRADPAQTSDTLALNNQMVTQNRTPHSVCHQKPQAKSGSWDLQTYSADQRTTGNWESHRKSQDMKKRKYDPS
PglD DTNB: inhibitors of Campylobacter jejuni PglD acetyltransferase | purified PglD enzyme, DTNB colorimetric CoA detection | inhibition, % at 12.5 µM | 0.098% of 360,000 active | AID 602405; in the data active = inhibition above about 16%, passing the limit was not always enough; inconclusive = no clear call, values can overlap the other calls; note: strong numbers were not always called active
RAD54 branch: RAD54 (human) branch migration inhibition; Q92698; RAD54 Holliday junction branch migration, FAM/BHQ fluorescence; AID 602329; 0.14% of 360,000 active; inhibition, % at 10.4 µM;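 active = mean normalized replicate activity at least 40 and at least half of replicates scoring 40 or more; inconclusive = only one of the two criteria met; inactive = mean below 40 and under half of replicates reaching 40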;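 note: 0% = median of neutral control wells and 100% = median of positive control wells; inhibitors cause a drop in the FAM fluorescence signal; in these data hits start at about 50%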
ERAP1 HTS inh: inhibitors of human ERAP1 aminopeptidase. Q9NZ08. recombinant ERAP1, Leu-AMC fluorescence, 60 min. inhibition, % at 10.7 µM. 0.15% of 340,000 active. AID 652197;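 active = mean replicate inhibition of at least 30%, or all replicates individually reaching that 30% level; inactive = mean below 30% and not every replicate reaching it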;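 note: 0% = neutral control wells and 100% = L-leucinethiol positive control wells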
* marks the source's active call; other numbers are inactive results; ? = inconclusive; · = not tested or not shown; [ ] = another dose, or the depositor's remark.

SMILES	E-sel inducer	PGC1a acetyl inh	miR-122 sensor	Cneo AK release	RAD52 inh	PglD DTNB	RAD54 branch	ERAP1 HTS inh
Cc1ccc(C)c(NC(=O)COC(=O)CCC(=O)c2cccs2)c1	·	-10	1	1	-12	2	-4	4
COc1ccc(NC(=O)N2CCCCN3[C@H](CO)[C@H](c4ccc(-c5ccccc5F)cc4)[C@@H]3C2)cc1	-0.3	2	-5[16.7 µM]	4	39	1	9	0
COc1cccc(-c2ccc(SCC(=O)c3ccccc3)nn2)c1	0.0	-5	·	·	-6	·	·	5
COC(=O)C1CC(=O)N(c2ccc(OCc3ccccc3Cl)cc2)C1 (configuration not stated)	0.3	-2	-1	1	-13	1	8	1
COc1cc2c(=O)n(Cc3ccco3)c(=O)n(CC(=O)c3ccc(Br)cc3)c2cc1OC	·	-19	-8	-3	·	-3	-2	·
COc1ccc(S(=O)(=O)N2CCCCC2)cc1NC(=O)C1CSC2(C)CCC(=O)N12 (configuration not stated)	0.4	·	·	0	-23	-1	2	-4
O=C(C[C@H]1CC[C@@H]2[C@H](COC[C@H](O)CN2Cc2cccc(Cl)c2)O1)N1CCOCC1	0.2	7	4[16.7 µM]	-5	-12	-2	4	3
CN=C1SC(CC(=O)Nc2cc(Cl)ccc2Cl)C(=O)N1C (configuration not stated)	·	5	4	1	·	1	1	·
O=C(C[C@H]1C[C@@H]2c3cc(NC(=O)Cc4ccncc4)ccc3O[C@@H]2[C@H](CO)O1)NCCN1CCCCC1	0.3	2	0[16.7 µM]	-10	8	-1	-5	-1
Cc1cc(O)c2/c(=N\N)c(-c3csc(C)n3)coc2c1	-0.1	0	·	-2	-9	0	-17	·
O=Cc1cn(-c2ccccc2)nc1-c1ccc2c(c1)OCCO2	·	7	3	-3	·	-4	-11	·
O=C(N/N=C/C=C/c1ccco1)c1cccs1	·	37	0	·	-40	·	·	7
CCCC(=O)Nc1ccc2c(c1)C(=O)N(C)[C@H]1CC[C@@H](CC(=O)NC3CCCC3)O[C@@H]1CO2	0.1	1	0[16.7 µM]	2	-11	-3	4	1
CCCNc1c(N)c(=O)oc2ccccc12	·	5	3	0	-9	5	11	0
N#Cc1cc(Br)ccc1N=C1CCCN1c1ccccc1	·	-3	0	-1	-8	1	-1	7
CCOC(=O)N1CCN(C(=O)c2ccc(Cn3c(=S)[nH]c4cc(C(=O)OC)ccc4c3=O)cc2)CC1	·	2	·	14	-2	-1	6	-5
COC(=O)c1c(NC(=O)C2CC2)sc2c1CCCC2	0.8	-8	-2	4	2	4	-5	-3
COc1cccc(CNC(=O)CN2C(=O)CCSc3ccc(S(=O)(=O)N4CCCC4)cc32)c1	·	4	-6	3	-5	2	6	4
COc1ccc(N2CCN(C(=O)c3ccccc3Br)CC2)c([N+](=O)[O-])c1	-0.2	-16	0	·	-6	·	·	2
C[C@@H]1CN([C@@H](C)CO)C(=O)c2cc(C3=CCCCC3)cnc2O[C@@H]1CN(C)C(=O)Cc1cccnc1	0.1	5	0[16.7 µM]	1	12	2	0	2
CCOc1ccccc1/C=C(\C#N)C(=O)Nc1cccc(C(=O)O)c1	·	-5	5	4	-47	-7	-18	-5
COc1ccc(NC(=O)CN(c2ccc(OC)c(Cl)c2)S(=O)(=O)c2ccccc2)cc1	0.5	·	·	-2	-25	0	1	0
NS(=O)(=O)c1cccc(NC(=O)CN2C(=O)C(=O)N(Cc3ccccc3)C2=O)c1	-0.5	1	1	0	-14	0	-4	0
CCCc1nnc(NC(=O)COc2ccc3c(c2)OCO3)s1	0.1	·	-4	4	-21	1	3	-2
CN1CCN(C(=O)C[C@@H]2CC[C@H]3[C@@H](COC[C@@H](O)CN3CC3CCCCC3)O2)CC1	0.9	0	-1[16.7 µM]	3	3	1	-2	2

Entries of single compounds as entered above. Values in the order: E-sel inducer, PGC1a acetyl inh, miR-122 sensor, Cneo AK release, RAD52 inh, PglD DTNB, RAD54 branch, ERAP1 HTS inh
O=C(C[C@H]1C[C@@H]2c3cc(NC(=O)Cc4ccncc4)ccc3O[C@@H]2[C@H](CO)O1)NCCN1CCCCC1 in the list: 0.3, 2, 0[16.7 µM], -10, 8, -1, -5, -1
O=C(C[C@H]1CC[C@@H]2[C@H](COC[C@H](O)CN2Cc2cccc(Cl)c2)O1)N1CCOCC1 in the list: 0.2, 7, 4[16.7 µM], -5, -12, -2, 4, 3
COC(=O)c1c(NC(=O)C2CC2)sc2c1CCCC2 in the list: 0.8, -8, -2, 4, 2, 4, -5, -3
CCCc1nnc(NC(=O)COc2ccc3c(c2)OCO3)s1 in the list: 0.1, ·, -4, 4, -21, 1, 3, -2
C[C@@H]1CN([C@@H](C)CO)C(=O)c2cc(C3=CCCCC3)cnc2O[C@@H]1CN(C)C(=O)Cc1cccnc1 in the list: 0.1, 5, 0[16.7 µM], 1, 12, 2, 0, 2

(next part)
SMILES	E-sel inducer	PGC1a acetyl inh	miR-122 sensor	Cneo AK release	RAD52 inh	PglD DTNB	RAD54 branch	ERAP1 HTS inh
CCOc1ccc(C2C(C(=O)c3ccc(C)o3)=C(O)C(=O)N2CCCN(CC)CC)cc1 (configuration not stated)	0.3	4	-1	0	-16	1	-6	·
COc1ccc(CC(NC(C)=O)C(=O)NC2CCN(S(=O)(=O)c3ccccc3)CC2)cc1OC (configuration not stated)	·	1	1	-3	·	-2	1	·
O=C(NCC[C@@H]1CC[C@@H](NS(=O)(=O)Cc2ccccc2)[C@H](CO)O1)C1CCC1	0.1	-3	4[16.7 µM]	16	-9	6	1	2
CCCCCCC(=O)N/N=C1\CCCc2ccccc21	0.6	·	-13	1	-62	-4	-5	1
NC(=O)c1ccc(OCc2ccccc2)nc1	0.0	0	0	-1	11	-1	-3	3
C[C@@H]1CN([C@H](C)CO)C(=O)Cc2cc(NC(=O)Nc3ccccc3)ccc2O[C@H]1CN(C)Cc1ccccc1	0.0	?	0[16.7 µM]	-1	6	-5	-11	2
CC(C)(C)OC(=O)C[C@@H]1C/C=C\C[C@H](CC(=O)NCCO)C(=O)NC[C@H](c2ccccc2)OC1=O	0.2	·	·	1	-15	0	14	-4
CCN(CC)C(=O)CSc1nc2c(sc(=S)n2-c2ccccc2)c(=O)n1Cc1ccco1	·	-42	67	8	·	-1	-2	·
CC(=O)N(C)C[C@H]1OCc2ccccc2-c2ccccc2C(=O)N([C@H](C)CO)C[C@H]1C	-2.7	7	·	-1	7	0	4	-3
O=C(c1ccccc1NS(=O)(=O)c1ccc(Br)s1)N1CCCC1	·	5	-1	1	·	-9	-8	·
COc1ccc(S(=O)(=O)NNC(=O)c2ccc([N+](=O)[O-])cc2)cc1	0.5	1	-1	0	-2	3	-1	0
Cc1cc(NC(=O)COC(=O)c2cc3c(s2)CCC(C)C3)no1 (configuration not stated)	·	-6	1	1	·	-5	-12	·
Nc1cc(N)nc(SCC(=O)NCCC2=CCCCC2)n1	-0.3	-4	-7	2	-3	-2	-4	0
COc1ccc(CN(C)C[C@@H]2OCCCC[C@@H](C)Oc3ccc(NC(=O)Nc4ccc(OC)cc4)cc3C(=O)N([C@H](C)CO)C[C@@H]2C)cc1	·	-6	2[16.7 µM]	-1	13	-5	-3	0
COc1ccc(CNc2ncccc2[N+](=O)[O-])cc1	0.0	7	11	0	11	-1	-2	1
O=C(c1ccc(C(F)(F)F)cc1)C1CCCN(C(=O)CCN2CCCO2)C1 (configuration not stated)	·	-1	13	-6	-12	2	-6	-1
COCc1ccc(C(=O)N2CCCC(N(C)CCc3ccc(OC)c(OC)c3)C2)s1 (configuration not stated)	-1.3	-4	-6	1	-17	-2	8	1
CCN1C(=O)/C(=C/c2ccc(OC)c(OC)c2)N=C1SCC(=O)NCc1ccco1	·	-13	-8	-6	-17	-2	-9	-1
Fc1ccc(-n2nnc(-c3cccnc3)n2)cc1	0.0	-2	0	-1	4	1	-7	1
C/C(=N\Nc1nncc2ccccc12)c1ccc(Cl)c([N+](=O)[O-])c1	-0.1	·	·	7	-80	-1	-7	1
Cc1ccc(-n2sc3cc(F)ccc3c2=O)c(C)c1	·	·	-3	-12	-10	4	3	·
CC(=O)Nc1nc(C(F)(F)F)cs1	·	-7	10	1	2	-5	1	0
O=C(Nc1ccc2c(c1)OCCO2)C(c1ccnc2ccccc12)N1CCN(C/C=C/c2ccccc2)CC1 (configuration not stated)	1.1	3	5	-13	-11	4	11	0
CCc1ccc(/C=N/NC(=O)c2nnn(-c3nonc3N)c2CN2CCc3ccccc32)cc1	0.8	1	5	-2	-8	1	-1	1
Cc1ccccc1-n1nc(SCC(=O)O)sc1=S	0.0	19	1	2	9	-2	-7	-2
Additional entries:
SMILES	E-sel inducer	PGC1a acetyl inh	miR-122 sensor	Cneo AK release	RAD52 inh	PglD DTNB	RAD54 branch	ERAP1 HTS inh
COc1ccc(OC)c(-c2nnc3n2N=C(c2ccc(OC(F)F)c(OCC4CC4)c2)CS3)c1	1.8	·	·	0	-6	3	2	·
C[C@H](CO)N1C[C@H](C)[C@H](CN(C)C(=O)Nc2ccnc(N3CCOCC3)c2)OCc2ccccc2-c2ccccc2C1=O	0.4	2	·	1	-4	-1	-2	0
Cc1ccc(S(=O)(=O)Nc2ccc3c(c2)CC(=O)N([C@@H](C)CO)C[C@@H](C)[C@H](CN(C)S(=O)(=O)c2ccc(Cl)cc2)O3)cc1	-0.5	-17	-3[16.7 µM]	-4	·	-2	-2	·
Cc1cc(C(=O)COC(=O)CN=C2NS(=O)(=O)c3ccccc32)c(C)n1CCc1ccc(Cl)cc1	·	-3	1	3	-39	2	-2	1
Cc1ccc2c(c1)N(CC(=O)N1CCCCC1c1cccnc1)C(=O)CO2 (configuration not stated)	·	-13	12	3	·	2	-11	·
Cc1cc(C)cc(NC(=O)CC2Oc3ccc(C)cc3NC2=O)c1 (configuration not stated)	·	2	1	-2	-7	-4	4	-3
CSc1ccccc1NS(=O)(=O)c1ccc2c(c1)OCCO2	·	-13	4	-2	-1	0	3	4
Cc1ccc(/C=N/NC(=O)c2nnn(-c3nonc3N)c2C)o1	0.1	·	-1	0	-26	0	-4	-2
Cc1[nH]c(=O)[nH]c(=O)c1S(=O)(=O)N1CCC(C(=O)N2CCN(c3cccc(C(F)(F)F)c3)CC2)CC1	·	-1	-6	·	-16	·	·	8

Among those listed so far, these have an aryl thioether with sulfur outside any ring.
SMILES	E-sel inducer	PGC1a acetyl inh	miR-122 sensor	Cneo AK release	RAD52 inh	PglD DTNB	RAD54 branch	ERAP1 HTS inh
COc1cccc(-c2ccc(SCC(=O)c3ccccc3)nn2)c1	0.0	-5	·	·	-6	·	·	5
CCN(CC)C(=O)CSc1nc2c(sc(=S)n2-c2ccccc2)c(=O)n1Cc1ccco1	·	-42	67	8	·	-1	-2	·
Nc1cc(N)nc(SCC(=O)NCCC2=CCCCC2)n1	-0.3	-4	-7	2	-3	-2	-4	0
Cc1ccccc1-n1nc(SCC(=O)O)sc1=S	0.0	19	1	2	9	-2	-7	-2
CSc1ccccc1NS(=O)(=O)c1ccc2c(c1)OCCO2	·	-13	4	-2	-1	0	3	4
